PTK2B oligo ant: blocks oligomerization of human Pyk2 in cells | Q293 cells, Pyk2 FERM NanoBiT luminescence; hits give low values | Q14289 | z-score (the deposit names both 25 µM and 10 µM) | actives 0.83% (n = 99,000);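 active means Z-score of -3 or lower, scaled per plate to the spread of control and sample wells; inactive means z-score above -3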;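 further: negative z-score means lost luminescence so less FERM oligomerization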
CYP2C19 act: activators of human cytochrome P450 2C19; P33261; recombinant CYP2C19, luciferin-H EGE luminescence; hits give high values; 0 = fully inhibited enzyme, 1 = untreated enzyme; activation factor at 5 µM; 96,000 tested, under 10 active; AID 1025;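 active means activation factor of at least 2 at 5 µM in the primary screen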;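 further: 0 = wells with 2.5 mM tranylcypromine and 1 = vehicle-only wells; values of inactives mirror those of a sister screen read the other way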
Target sequence (P33261 whole entry, looked up): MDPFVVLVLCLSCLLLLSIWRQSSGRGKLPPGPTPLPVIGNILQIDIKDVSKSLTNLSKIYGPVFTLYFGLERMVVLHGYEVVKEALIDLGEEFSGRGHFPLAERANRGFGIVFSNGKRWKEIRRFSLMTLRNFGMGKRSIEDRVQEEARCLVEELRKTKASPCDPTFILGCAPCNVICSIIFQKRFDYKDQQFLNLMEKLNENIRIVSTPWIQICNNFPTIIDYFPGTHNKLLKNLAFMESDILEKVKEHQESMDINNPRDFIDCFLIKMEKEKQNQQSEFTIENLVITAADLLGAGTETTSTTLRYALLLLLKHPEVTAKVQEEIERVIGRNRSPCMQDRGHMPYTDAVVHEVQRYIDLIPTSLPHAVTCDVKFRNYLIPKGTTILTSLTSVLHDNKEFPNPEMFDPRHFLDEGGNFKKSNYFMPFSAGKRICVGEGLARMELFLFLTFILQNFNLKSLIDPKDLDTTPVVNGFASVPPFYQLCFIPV
CYP2C9 act: CYP2C9 (human) activation. recombinant CYP2C9, luciferin-H conversion, luminescence; hits give high values; factor 1 = untreated enzyme, 0 = blocked. activation factor at 5 µM. actives 1.4% (n = 96,000);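 active means activation factor of 2 or more for CYP2C9 at a 5 µM dose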;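 further: 0 = sulfaphenazole-blocked wells and 1 = vehicle-only wells; values of inactives mirror those of a sister screen read the other way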
PLAP act: activators of human placental alkaline phosphatase | activation fold at 20 µM | actives 1.2% (n = 96,000) | purified PLAP enzyme, luminescent substrate read-out; hits give high values | AID 696; in the data active means activation fold above about 2
Target sequence (P05187 whole entry, looked up): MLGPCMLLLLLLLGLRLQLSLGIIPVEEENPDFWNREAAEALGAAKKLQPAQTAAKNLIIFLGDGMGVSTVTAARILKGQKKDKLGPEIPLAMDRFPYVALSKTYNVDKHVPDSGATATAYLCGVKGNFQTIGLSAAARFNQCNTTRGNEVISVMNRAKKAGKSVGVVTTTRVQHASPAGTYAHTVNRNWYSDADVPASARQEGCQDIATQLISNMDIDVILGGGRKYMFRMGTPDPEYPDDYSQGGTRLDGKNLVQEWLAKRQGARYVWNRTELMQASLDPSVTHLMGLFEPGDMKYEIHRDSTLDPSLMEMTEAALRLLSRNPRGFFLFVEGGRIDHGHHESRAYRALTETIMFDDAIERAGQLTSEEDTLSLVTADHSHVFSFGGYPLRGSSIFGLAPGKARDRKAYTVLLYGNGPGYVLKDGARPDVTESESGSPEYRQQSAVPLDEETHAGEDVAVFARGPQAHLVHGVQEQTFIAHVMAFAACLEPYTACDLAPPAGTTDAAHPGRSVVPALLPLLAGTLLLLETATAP
CYP2C9 inhib: blocks human cytochrome P450 2C9; P11712; inhibition, % at 5 µM; actives 20% (n = 96,000); AID 777; CYP2C9 Supersomes, luciferin-H conversion, luminescence;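 active means blocking of liver enzyme CYP2C9 beyond about 50% at 5 µM, limit read from the data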; further: values of inactives mirror those of a sister screen read the other way
Ecoli WT expand: growth inhibitors of E. coli BW25113 wild type | OD600 absorbance | growth inhibition, % at 100 µM | actives 0.15% (n = 98,000) | AID 710;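 active means growth inhibition above about 50% at one test dose, limit read from the data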;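 further: growth measured after 20 h incubation at 37 °C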
EphB4 antag: antagonists of human EphB4-ephrin-B2 interaction; P54760; EphB4 LBD / TNYL-RAW-Alexa532 peptide, fluorescence polarization; inhibition, % at 7 µM; actives 0.15% (n = 97,000); AID 720;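 active means inhibition above the screen-wide mean inhibition plus 3 SD, cut at about 15% in these data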;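 further: 0% = DMSO wells and 100% = excess unlabeled TNYL-RAW peptide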
CYP2C19 inh: blocks human cytochrome P450 2C19; P33261; CYP2C19 Supersomes, luciferin-H EGE luminescence, 30 min; inhibition, % at 5 µM; actives 21% (n = 96,000); AID 778;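 active means CYP2C19 inhibition above a set limit at 5 µM in the primary screen, cut at about 50% in these data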;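 further: plate controls were negative control wells for no effect and 2.5 mM tranylcypromine positive control for full effect; values of inactives mirror those of a sister screen read the other way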
PostGolgi yeast: growth inhibition of a yeast mutant, post-Golgi transport screen. inhibition, % at 10 µM. post-Golgi transport phenotypic cell assay. actives 0.9% (n = 98,000); in the data active means inhibition above about 30%;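 further: yeast cells grown in 1536-well plates; yeast grown about 18 h at 30C before absorbance read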
An asterisk follows results filed as active; . = not tested or not shown. This is a random part of the collection; overall some 31% were active at least once.

SMILES	PTK2B oligo ant	CYP2C19 act	CYP2C9 act	PLAP act	CYP2C9 inhib	Ecoli WT expand	EphB4 antag	CYP2C19 inh	PostGolgi yeast
Cc1ccc2nc(C3CCCN(C(=O)NCc4ccccc4)C3)[nH]c2c1 (stereo not drawn)	0.42	0.9	0.7	0.8	26.1	2.0	3.5	10.6	2.2
CN1C(=O)c2cccc(NC(=O)Cc3ccccc3)c2C1=O	.	0.6	0.4	0.9	57.7*	11.0	-0.2	44.0	-1.1
COC(=O)CC1=C(C)C(=O)CC2C(C)(C)CCCC12C (stereo not drawn)	-0.94	0.4	0.8	1	17.0	4.0	-4.1	57.2*	-2.3
Cc1ccccc1N(CC(=O)Nc1ccc(F)cc1)S(C)(=O)=O	-0.02	0.1	0.6	1.1	44.9	3.0	.	88.7*	-1.6
CCOC(=O)c1sc(=S)n(CC)c1NC(=O)C1CC1	0.29	0.6	0.7	1.3	28.3	4.0	-7.3	43.1	-3.8
COc1ccc(OCC(=O)Nc2cccc(OC)c2)cc1	0.78	0.3	1.2	1	-18.6	1.0	-4.7	70.8*	2.9
O=C(CCn1cccc1)N1CCc2ccccc21	0.99	0.5	1	0.9	-4.8	-3.0	.	51.5*	21.8
CCC(=O)n1nc(-c2ccco2)nc1N	0.13	0.9	0.9	1.1	7.9	2.0	0.4	11.4	-4.1
O=C(CCS(=O)(=O)c1cccc2nsnc12)N1CCN(C(=O)c2ccco2)CC1	-0.14	1.2	1.1	0.8	-6.6	-1.0	.	-17.5	1.6
Cn1c(SCC(=O)NC2CC2)nnc1-c1ccco1	1.84	1.1	1.2	0.9	-16.9	5.0	.	-12.5	1.0
O=C(c1cnc2n(c1=O)CCS2)N1CCN(c2ccc(Cl)c(Cl)c2)CC1	0.87	0.8	0.9	1.3	8.5	0.0	-3.5	17.4	1.1
CN1C(=O)CSc2ccc(NC(=O)N3CCC(N4CCCCC4)CC3)cc21	1.51	1.1	1.1	1.1	-8.3	1.0	-3.4	-9.2	15.8
O=c1c2ccccc2nc2n1CCC2	0.87	0.9	0.7	0.7	28.9	3.0	-12.3	12.6	4.3
c1cncc(-c2nc3ccccc3[nH]2)c1	0.38	0.9	0.7	0.9	30.2	3.0	6.1	9.3	-0.7
CCOC(=O)Nc1cc(C)c(Cl)cc1OC	-0.62	0.7	1	1.1	2.4	7.0	-7.8	27.7	-3.1
CCC(=O)Nc1cc(C(=O)OCC(=O)c2ccccc2Cl)ccc1C	0.39	0.7	2.1*	1.3	-108.7	5.0	-4.9	26.7	17.1
CC(=O)N1CCc2cc(S(=O)(=O)NCCC(=O)NC3CCCc4ccccc43)ccc21 (stereo not drawn)	2.16	0.9	0.8	0.9	16.6	-6.0	-2.3	9.0	-0.8
Cc1cccc(NC(=O)Nc2cc(C)on2)c1	0.39	1.1	1.2	1.3	-16.4	23.0	1.9	-8.1	-2.2
COc1ccccc1C1C(C(N)=O)=C(C)Nc2nc(-c3ccccc3Cl)nn21 (stereo not drawn)	.	0.7	1.1	1	-7.8	-3.0	-6.2	26.5	17.7
CC12CCC(c3c(C(=O)O)nn(-c4ccccc4)c31)C2(C)C (stereo not drawn)	0.59	1.2	1.1	1.1	-11.6	5.0	10.0	-17.7	2.4
Cc1nc2nc[nH]n2c(=O)c1NC(=O)c1c(-c2ccccc2Cl)noc1C	0.95	1	0.6	1	39.4	-6.0	.	4.9	-7.1
Cc1nn(-c2ccccc2)c(Cl)c1/C=N/NC(=O)c1ccco1	-0.6	1	1	0.9	-3.7	-5.0	0.8	-4.1	0.5
CC(=O)c1ccc(OCC(O)COc2ccc(C(C)=O)cc2)cc1	2.11	0.9	0.6	0.9	41.7	3.0	-5.8	12.8	4.2
COc1ccc(CN2CCN(S(=O)(=O)c3ccc(NC(C)=O)cc3)CC2)cc1OC	0.76	0.7	0.5	1.6	49.3	10.0	14.7	33.8	18.0
Cc1c(C(=O)NCC2CCCO2)sc2nc(-c3ccccc3)cn12 (stereo not drawn)	.	0.7	0.7	1.6	28.3	9.0	-3.9	27.4	-2.6

Reprinted from the part before: 3 compounds, followed by the next part.
SMILES	PTK2B oligo ant	CYP2C19 act	CYP2C9 act	PLAP act	CYP2C9 inhib	Ecoli WT expand	EphB4 antag	CYP2C19 inh	PostGolgi yeast
CC(=O)c1ccc(OCC(O)COc2ccc(C(C)=O)cc2)cc1	2.11	0.9	0.6	0.9	41.7	3.0	-5.8	12.8	4.2
COc1ccc(CN2CCN(S(=O)(=O)c3ccc(NC(C)=O)cc3)CC2)cc1OC	0.76	0.7	0.5	1.6	49.3	10.0	14.7	33.8	18.0
Cc1c(C(=O)NCC2CCCO2)sc2nc(-c3ccccc3)cn12 (stereo not drawn)	.	0.7	0.7	1.6	28.3	9.0	-3.9	27.4	-2.6
CN(C)CCNc1oc(-c2ccccc2F)nc1C#N	.	1	1	0.9	2.7	11.0	3.6	-1.0	-6.6
O=C(Nc1ccccc1C(=O)N1CCCC1)c1cccc(S(=O)(=O)N2CCCCC2)c1	-1.18	1	0.8	1.2	17.8	3.0	2.8	-2.2	0.0
Cc1ccccc1CN1CCCNC1=O	0.94	.	.	.	.	7.0	4.4	.	-3.7
CCCC(c1nnnn1Cc1ccc(F)cc1)N1CCN(C2CCCCC2)CC1 (stereo not drawn)	0.51	1.1	1.1	1.7	-6.9	-1.0	2.4	-9.1	-2.8
CCCCNC(=O)Nc1ccc(Br)cn1	-0.3	0.2	0.5	1	51.5*	9.0	.	81.9*	-0.3
COc1ccc(S(=O)(=O)N(CC(N)=O)C2CCCCC2)cc1Cl	0.03	0.3	0.6	1.5	40.9	0.0	3.7	72.4*	0.2
O=C(NNS(=O)(=O)c1ccc(Br)cc1)c1ccncc1	-0.21	0.5	0.7	0.9	28.4	0.0	4.8	47.2	-2.9
Cn1cccc1C(=O)OCC(=O)Nc1cc(C(C)(C)C)nn1-c1ccccc1	-1.14	0.9	0.5	1	49.6	0.0	7.1	8.6	-23.0
CCSC(C)CC1CC(=O)CC(=O)C1 (stereo not drawn)	0.91	1	0.9	1.5	14.4	-9.0	.	4.2	2.1
O=C(O)CN1C(=O)C2C3C=CC(C3)C2C1=O (stereo not drawn)	.	1	1.1	1	-12.2	3.0	.	-4.6	-1.8
CC1CCCN(C(=O)C23CCC(C)(C(=O)C2)C3(C)C)C1 (stereo not drawn)	-0.38	0.7	0.9	1.3	5.2	2.0	-3.2	27.5	-2.5
C/C=C/COC(=O)c1[nH]c2c(c1C)C(=O)CC(c1ccc(N(C)C)cc1)C2 (stereo not drawn)	.	0.8	0.4	1.2	64.6*	-8.0	.	17.8	4.5
CC(C)(C)C(=O)/C(C#N)=c1\s/c(=C\c2ccncc2)c(=O)n1CCCN1CCOCC1	.	0.7	0.8	1.7	21.9	.	.	32.1	.
CCOC(=O)c1c(NC(=O)Cn2nc([N+](=O)[O-])c(Br)c2C)sc2c1CCC(C)C2 (stereo not drawn)	-0.78	1.2	1.2	1.1	-16.0	-9.0	11.8	-15.1	-8.0
CCOC(=O)CSc1nc2ccccc2c(=O)n1CC1COc2ccccc2O1 (stereo not drawn)	-1.85	1	0.9	0.9	8.5	-16.0	-6.6	3.9	-2.2
CCCCCOC(=O)C1[C@H]2C(=O)N(CCCOC)C[C@]23C=C[C@H]1O3 (stereo partly drawn)	.	1	1	1.6	-0.4	1.0	1.5	-2.7	0.8
Cn1c(Cc2csc(N)n2)nnc1SC/C=C/c1ccccc1	-0.07	0.4	0.7	1	27.1	6.0	5.3	61.6*	0.0
O=S(=O)(c1ccc(F)cc1)n1ccc2cccnc21	-0.48	.	.	.	.	4.0	-6.1	.	-3.5
Cc1cc(=O)[nH]c(SCC2(O)C3CC4CC(C3)CC2C4)n1 (stereo not drawn)	0.91	0.7	0.8	1.1	23.9	-7.0	-4.0	33.7	-1.8
CC(/C=C1\SC(=S)N(NC(=O)c2ccc(C)cc2)C1=O)=C\c1ccccc1	1.39	0.8	0.4	0.9	61.2*	-14.0	-6.5	18.3	13.8
COc1cccc2cc(C(=O)OC3CCN(C)CC3)c(=O)oc12	.	1.1	1.1	0.9	-7.9	0.0	.	-12.9	5.8
CC1CCN(c2nc(-c3ccncc3)nc3ccccc23)CC1	-0.23	0.1	0.2	1	75.8*	2.0	-9.8	92.7*	104.9*
Cn1c(=O)n(CCc2ccccc2)c(=O)c2c1nc1n2CCCN1CCc1ccccc1	-2.87	0.1	0.1	1.5	93.2*	-26.0	-0.1	92.2*	6.0
Cc1ccc(-c2noc(CCCC(=O)Nc3cccnc3)n2)cc1	2.81	1	0.7	1	34.3	-2.0	.	-2.3	10.1
CCOC(=O)c1cccc(NC(=O)CSc2nc3cccnc3n2C)c1	-1.66	0.4	0.5	0.7	49.2	-3.0	0.1	58.5*	-2.6
The list goes on:
SMILES	PTK2B oligo ant	CYP2C19 act	CYP2C9 act	PLAP act	CYP2C9 inhib	Ecoli WT expand	EphB4 antag	CYP2C19 inh	PostGolgi yeast
O=C1CC(N2CCC(c3nc4ccccc4s3)CC2)C(=O)N1Cc1ccccc1 (stereo not drawn)	-1.15	0.6	0.5	1.3	46.9	-14.0	4.4	40.7	9.6
Cc1ccc(S(=O)(=O)CCc2nnc(NC(=O)c3cnccn3)s2)cc1	0.12	1.1	0.5	1.2	51.1*	-2.0	-4.3	-13.2	-8.8
COc1cc2c(cc1NC(=O)C1CCCO1)oc1ccccc12 (stereo not drawn)	-1.53	0.9	0.8	1.4	17.2	-6.0	1.9	13.0	-16.6
COc1ccc(OC)c(S(=O)(=O)N(C)CC(=O)N2CCN(c3cccc(Cl)c3)CC2)c1	-0.23	0.2	0.1	1.6	91.8*	-12.0	-1.5	84.9*	-1.9
COCCNC(=O)CN(c1cccc(OC)c1)S(=O)(=O)c1ccc(C)cc1	0.2	0.2	0.6	1.6	40.2	-2.0	.	76.0*	4.2
CCCOc1ccc(-c2nnn(CC(=O)c3ccc4c(c3)OCCO4)n2)cc1	-0.62	0.9	0.7	0.9	33.8	6.0	-2.1	9.8	-4.7
N#CC1=C2SCN(c3ccccc3)CN2C(=O)CC1c1ccccc1Cl (stereo not drawn)	.	0.7	0.4	1	61.4*	4.0	2.6	27.0	-0.5
O=S(=O)(NCCc1csc(-c2cccnc2)n1)c1ccc(Cl)s1	.	0.2	0.2	0.9	83.4*	5.0	-1.6	79.5*	15.3
CC[C@H](C)[C@H](NS(=O)(=O)c1ccc(C)cc1)C(=O)N1CCC(C(=O)N[C@@H](C)C(=O)O)CC1	1.06	0.9	1	1.3	-4.9	-2.0	-5.5	7.2	4.6
COc1cc(Br)c(S(=O)(=O)Nc2c(C)n(C)n(-c3ccccc3)c2=O)cc1OC	0.71	1	1.2	1.1	-21.1	-7.0	-11.5	-1.3	-4.9
Cc1nc2ccccc2cc1O	0.7	1	1.2	1	-22.9	10.0	1.6	0.7	3.8
O=S(=O)(N1CCCCC1)n1c(Cc2ccccc2)nc2ccccc21	-0.75	0.1	0.3	1.2	68.4*	2.0	4.9	85.3*	6.8
CN(CCCC(=O)Nc1ccncc1)S(=O)(=O)c1ccc(Cl)cc1	0.84	0	0	1	98.7*	2.0	6.3	98.2*	3.8
Cc1ccc(S(=O)(=O)c2nc(NCc3ccc4c(c3)OCO4)sc2Cl)cc1	-1.03	0.9	1	0.9	-2.5	1.0	5.0	5.0	-9.7
COc1ccc(NC(=O)N(CCC(C)C)C(C)c2ccccn2)c(OC)c1 (stereo not drawn)	.	0.7	0.7	1.4	28.2	-1.0	-9.6	28.9	-10.5
O=C(Nc1nccs1)c1cccc(NC(=O)C2CC2)c1	-0.71	0.8	0.7	0.8	29.9	7.0	-3.0	18.5	3.2
CCOc1ccc(Br)cc1S(=O)(=O)Nc1nc(CN2CCOCC2)nc2sc(C)c(C)c12	-0.37	0.8	0.7	1.2	30.5	-4.0	-3.3	16.6	-5.9

Assay outcomes as filed in PubChem BioAssay.
